From PubChem BioAssay
Myeloid diff MLP – compounds promoting myeloid differentiation. AID 624256. 1% of 360,000 active. calls only at 10 µM. ER-HoxA9 myeloid progenitors, lysozyme-GFP differentiation, flow cytometry;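 active means normalized GFP-positive differentiation at or above the plate's own cutoff, the solvent-only control mean plus 3 SD; inconclusive means no clear call, values can overlap the other calls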;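 further: cells exposed to compound for four days before flow analysis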
NTR1 ag – agonists of NTR1, primary screen, imaging, U2OS cells, beta-arrestin-GFP, high content (AID 493036); P30989; NTR1-U2OS beta-arrestin-GFP spot imaging, agonist mode; 0.17% of 330,000 active; activation, % at 20 µM;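 active means activation at or above 40% of the spot to cytoplasm intensity ratio, with at least 20 cells analyzed; inconclusive means wells under 20 cells, flagged as cytotoxic or low count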;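 further: 0% = DMSO without peptide and 100% = 100 nM NTR1 peptide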
Target sequence (P30989 whole entry, looked up): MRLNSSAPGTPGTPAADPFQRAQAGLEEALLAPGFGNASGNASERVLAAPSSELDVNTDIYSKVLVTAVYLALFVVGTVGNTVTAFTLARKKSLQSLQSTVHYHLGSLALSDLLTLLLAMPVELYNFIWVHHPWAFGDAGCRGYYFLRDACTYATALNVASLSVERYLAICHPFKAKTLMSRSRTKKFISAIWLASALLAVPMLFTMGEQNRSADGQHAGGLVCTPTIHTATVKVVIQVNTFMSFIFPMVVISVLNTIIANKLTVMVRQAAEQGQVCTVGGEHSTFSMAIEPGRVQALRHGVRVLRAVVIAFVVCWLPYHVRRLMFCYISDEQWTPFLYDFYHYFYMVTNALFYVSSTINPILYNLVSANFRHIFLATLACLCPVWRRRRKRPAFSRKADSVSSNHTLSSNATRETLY
NTR1 ag cell count 20 µM – also measured in NTR1 ag; calls as there; cell count; measured here: cell count, cytotoxicity flag
Myeloid diff MLP GFP+ MAC1+ % – recorded beside Myeloid diff MLP, whose call it bears; GFP+ MAC1+ double positive, %; measured here: differentiation confirmed by MAC1 staining
Starred values were filed as active, the others as inactive; i = inactive; ? = inconclusive; . = not tested or not shown. This is a subset, so the mix of outcomes need not match the whole.

SMILES	Myeloid diff MLP	Myeloid diff MLP GFP+ MAC1+ %	NTR1 ag	NTR1 ag cell count 20 µM
CCN1C[C@@H]2[C@@H]3C(=O)N(Cc4ccccc4)C(=O)[C@@H]3[C@](Cc3ccccc3)(C(=O)OC)N2C1=NC	i	0.6	1.2	75
NC(=O)C1CCN(C(=O)c2ccc(NS(=O)(=O)c3ccc(Br)s3)cc2)CC1	i	0.6	-1.6	39
CCOc1ccc2oc(C(=O)NCC(c3ccco3)N(C)C)c(C)c2c1 (stereo not drawn)	i	0.8	-0.8	62
COc1ccc(C(CCN2CCOCC2)c2c(OC)cc(OC)c3c(-c4ccccc4)cc(=O)oc23)cc1 (stereo not drawn)	i	1.1	3.0	61
CCCCNC(=O)C(C)N(CCN(C)C)C(=O)CCCN1C(=O)NC(c2ccc(Cl)cc2)C(C(=O)OCc2ccccc2)=C1C (stereo not drawn)	i	0.6	19.3	51
Cc1ccc(CNC(=O)c2ccc(S(=O)(=O)N3CCCCC3)cc2)cc1	i	1.2	0.2	43
COc1ccc(S(=O)(=O)NCCC(=O)OCc2cc(=O)oc3cc(C)ccc23)cc1[N+](=O)[O-]	i	0.6	0.0	75
COc1ccccc1NS(=O)(=O)c1cccc(NC(=O)C(C)NC(=O)c2ccco2)c1 (stereo not drawn)	i	0.8	-0.4	38
CCOC(=O)c1c(O)cc(OC)cc1CCc1ccccc1	i	0.6	3.9	58
O=C(CCN1CCN(c2ccccc2)CC1)NNC(=O)Cc1c(F)cccc1Cl	i	0.7	-0.8	58
O=C(OCN1C(=O)c2ccccc2C1=O)c1cc(S(=O)(=O)N2CCOCC2)ccc1F	i	0.6	-0.3	60
CCOC(=O)C1=CN(Cc2ccco2)S(=O)(=O)N(CC)C1c1cccc(OC)c1 (stereo not drawn)	i	0.4	1.9	71
CC1CCCC(C)N1S(=O)(=O)c1ccc(NC(=O)CCN2C(=O)C3CC=CCC3C2=O)cc1 (stereo not drawn)	i	0.3	-0.4	52
COCCn1c(SCC(=O)NC2CCCC2)nc2ccccc2c1=O	i	0.2	-0.6	72
CC(C)n1ncc2c(C(=O)NCc3cccnc3)cc(C3CC3)nc21	i	0.4	3.2	62
COc1ccc(S(=O)(=O)Oc2ccccc2C(N)=O)cc1	i	0.1	-0.1	49
CCc1ccc(OCC(=O)NNCC(=O)Nc2ccc(OC)cc2)cc1	i	1.0	0.0	44
CCOC(=O)[C@H]1[C@H]2COc3ccccc3[C@@H]2N2C(=O)c3ccc(Cl)cc3NC(=O)[C@@]12C	i	0.8	-1.6	88
O=C(CCNC(=O)c1ccc(Cl)cc1)NNC(=O)c1ccc(F)cc1	i	1.8	-0.2	73
CCOc1ccc(OCC(=O)OCC(=O)Nc2ccc3[nH]c(=O)[nH]c3c2)cc1	i	0.9	0.3	69
CCN(Cc1nc2cc(Cl)ccc2c(=O)[nH]1)C(=O)CN1C(=O)NC2(CCCCC2C)C1=O (stereo not drawn)	i	0.5	0.2	59
CCOC(=O)c1ccc(S(=O)(=O)N2CCN(C(=O)c3cc4ccccc4o3)CC2)cc1	i	1.3	4.7	63
CCN(c1ccccc1)S(=O)(=O)c1ccc(OC)c(NC(=O)c2ccccc2OC)c1	i	0.3	1.8	45
CC(C)N(C(=O)[C@H]1C[C@H](CC(=O)NCCCn2ccnc2)C(=O)N2CCc3c([nH]c4cc(CCC(=O)N(C)C)ccc34)[C@]12C)C(C)C	i	0.8	-1.2	55
O=C(CCNC(=O)c1ccc(Cl)cc1)NCC(c1ccco1)N1CCCC1 (stereo not drawn)	i	0.5	0.4	63
CCN1Cc2c(cc(OC)c(OC)c2OC)-c2ccccc2S1(=O)=O	i	1.2	-0.1	63
CC[C@]12c3[nH]c4cc(-c5ccco5)ccc4c3CCN1C(=O)[C@@H](CC(=O)NCCCN(C)C)C[C@@H]2C(=O)N1CCN(C(=O)C2CC2)CC1	i	0.9	0.4	51
O=C(c1cccc(NS(=O)(=O)c2ccc(Br)cc2)c1)N1CCN(c2ccccc2O)CC1	i	1.3	0.1	51
CC(Oc1ccccc1)C(=O)Nc1nc(-c2ccccn2)cs1 (stereo not drawn)	i	7.2	2.5	67
CC(=O)N1CCN(C(=O)c2cc(S(=O)(=O)N3CCN(c4ccccc4)CC3)ccc2Cl)CC1	i	0.6	0.3	56
O=C1N[C@@H](Cc2ccccc2)C(=O)N2CCCC12 (stereo partly drawn)	i	3.5	0.2	60
O=C(COC(=O)C1(c2ccccc2F)CCCC1)N1CCNC1=O	i	0.6	-0.5	47
Cc1cn([C@H]2C[C@H](O)[C@@H](CCC(=O)NCCN3CCCCC3)O2)c(=O)[nH]c1=O	i	0.3	2.3	74
O=C(c1cccc(S(=O)(=O)N2CCc3ccccc32)c1)N1CCN(c2ccccc2)CC1	i	0.6	3.3	57
CCOC(=O)c1c(C)[nH]c(C)c1C(=O)COC(=O)/C=C/c1ccc(OC)cc1	?	.	4.1	56
CCN(CC)C(=O)[C@H]1C[C@H](CC(=O)NC/C=C(\C)CCC=C(C)C)C(=O)N2CCc3c([nH]c4ccc(Cl)cc34)[C@]12C	i	0.7	13.9	51
CC(C)CC1NC(=O)N(CC(=O)NC2CCCCC2)C1=O (stereo not drawn)	i	0.6	0.3	60
C=CCC[C@@H](Cc1ccc(F)cc1)C(=O)OC[C@@H](C)NC(=O)[C@@H](CC=C)CC(=O)N[C@H](CO)Cc1ccccc1	i	0.6	3.4	46
COc1ccc(NC(=O)CN(C)CC(=O)NCC2CCCCC2)cc1	i	0.3	-0.5	52
CC1(c2ccc3c(c2)OCO3)NC(=O)N(CC(=O)Nc2ccccc2)C1=O (stereo not drawn)	i	1.9	0.8	55

Another view of part of the listing above:
| Compound | Myeloid diff MLP | Myeloid diff MLP GFP+ MAC1+ % | NTR1 ag | NTR1 ag cell count 20 µM |
| --- | --- | --- | --- | --- |
| O=C1N[C@@H](Cc2ccccc2)C(=O)N2CCCC12 (stereo partly drawn) | i | 3.5 | 0.2 | 60 |
| O=C(COC(=O)C1(c2ccccc2F)CCCC1)N1CCNC1=O | i | 0.6 | -0.5 | 47 |
| Cc1cn([C@H]2C[C@H](O)[C@@H](CCC(=O)NCCN3CCCCC3)O2)c(=O)[nH]c1=O | i | 0.3 | 2.3 | 74 |
| O=C(c1cccc(S(=O)(=O)N2CCc3ccccc32)c1)N1CCN(c2ccccc2)CC1 | i | 0.6 | 3.3 | 57 |
| CCOC(=O)c1c(C)[nH]c(C)c1C(=O)COC(=O)/C=C/c1ccc(OC)cc1 | ? | . | 4.1 | 56 |
| CCN(CC)C(=O)[C@H]1C[C@H](CC(=O)NC/C=C(\C)CCC=C(C)C)C(=O)N2CCc3c([nH]c4ccc(Cl)cc34)[C@]12C | i | 0.7 | 13.9 | 51 |
| CC(C)CC1NC(=O)N(CC(=O)NC2CCCCC2)C1=O (stereo not drawn) | i | 0.6 | 0.3 | 60 |
| C=CCC[C@@H](Cc1ccc(F)cc1)C(=O)OC[C@@H](C)NC(=O)[C@@H](CC=C)CC(=O)N[C@H](CO)Cc1ccccc1 | i | 0.6 | 3.4 | 46 |
| COc1ccc(NC(=O)CN(C)CC(=O)NCC2CCCCC2)cc1 | i | 0.3 | -0.5 | 52 |
| CC1(c2ccc3c(c2)OCO3)NC(=O)N(CC(=O)Nc2ccccc2)C1=O (stereo not drawn) | i | 1.9 | 0.8 | 55 |

(more compounds)
SMILES	Myeloid diff MLP	Myeloid diff MLP GFP+ MAC1+ %	NTR1 ag	NTR1 ag cell count 20 µM
COc1ccccc1N(C)S(=O)(=O)c1ccc(C(=O)Nc2nnc(C)s2)cc1	i	0.4	0.9	62
COc1ccccc1-c1sc2cc3c(cc2c1-c1ccc(OCCN2CCOCC2)cc1)OCO3	i	2.3	4.5	60
Cc1cc(S(=O)(=O)N2CCN(CC(=O)N(C)Cc3ccccc3)CC2)ccc1Br	i	0.4	-0.6	60
CN(C)C(=O)CCc1ccc2c3c([nH]c2c1)[C@]1(C)[C@@H](C(=O)N2CCCCC2)C[C@H](CC(=O)NCc2cccc(C(F)(F)F)c2)C(=O)N1CC3	i	0.8	-0.8	50
O=C(CNC(=O)c1ccc(Br)o1)Nc1ccc(F)c(S(=O)(=O)N2CCOCC2)c1	i	0.4	0.8	69
CC(C)N(C(=O)[C@H]1C[C@H](CC(=O)NCCCN(C)C)C(=O)N2CCc3c([nH]c4ccc(Cl)cc34)[C@]12C)C(C)C	i	2.5	0.9	57
COc1ccc(NC(=O)CN(C)C(=O)c2ccc3ccccc3c2)cc1	i	0.5	-0.7	63
O=C(CCc1c[nH]c2ccccc12)N1CCN(S(=O)(=O)c2ccc(F)cc2)CC1	i	0.2	-0.2	67
COc1cc2c(cc1OC)[C@@H](NC(=O)CCC1CCCCC1)[C@H](O)C2	i	0.2	-2.3	46
O=C(CC1SC(N2CCCC2)=NC1=O)Nc1ccc(C(=O)NCc2ccc(F)cc2)cc1 (stereo not drawn)	i	0.5	0.3	85
O=C(COc1ccccc1)N[C@@H]1c2ccccc2CC[C@@H]1O	i	0.8	-0.6	82
Cc1ccc(C(=O)NNC(=O)c2ccc(S(=O)(=O)N(C)c3ccccc3)cc2)cc1	i	0.8	-0.1	62
O=S(=O)(NCCc1ccccc1)c1ccc(F)cc1Br	i	2.1	1.6	44
O=S(=O)(N[C@H](CO)c1ccccc1)c1ccc(Br)cc1F	i	0.9	3.9	53
O=C(c1cc(-c2cccs2)nc2ccccc12)N1CCN(CCO)CC1	i	0.4	-0.1	62
CN(C)C(=O)CCc1ccc2c3c([nH]c2c1)[C@]1(CCC2CCCC2)[C@@H](C(=O)N2CCOCC2)C[C@H](CC(=O)NCc2cccc(C(F)(F)F)c2)C(=O)N1CC3	i	0.6	1.9	88
CC1CCN(C(=O)COC(=O)C2CCN(S(=O)(=O)c3c(Cl)cccc3Cl)CC2)CC1	i	0.7	1.0	36
CC(=O)c1c(C)[nH]c(C(=O)CSc2nnc(NC3CC3)s2)c1C	i	0.7	1.3	48
COc1cccc(NC(=O)CN(C)C(=O)/C=C/c2cn(-c3ccccc3)nc2-c2cccs2)c1	i	0.8	1.9	65
Cc1ccc(NC(=O)c2ccc3c(=O)n4c(nc3c2)CCC4)cc1S(=O)(=O)N(C)C	i	0.3	1.1	58
CCCCCc1cc(OC)cc2c1C(=O)OC(C)(C)O2	?	.	1.9	65
CN(CC(=O)Nc1cccc(F)c1)C(=O)CNC(=O)Cc1cccc2ccccc12	i	0.5	-2.1	65
CCOC(=O)c1ccc(S(=O)(=O)N2CCN(C3CC(=O)N(c4ccccc4C(F)(F)F)C3=O)CC2)cc1 (stereo not drawn)	i	0.7	1.6	65
CC(OC(=O)Cc1ccc(F)cc1)C(=O)N1CCc2ccccc21 (stereo not drawn)	i	0.5	-0.3	57
Cc1ccc(C2CC(=O)Oc3cc(C)c(Br)c(C)c32)cc1 (stereo not drawn)	i	2.7	4.7	52
CC1CCN(S(=O)(=O)c2ccc(NC(=O)CCNC(=O)c3ccc(Cl)cc3)cc2)CC1	i	0.5	0.8	70
COc1ccc(CN(C)C(=O)/C=C/c2ccc(S(=O)(=O)N3CCOCC3)cc2)cc1F	i	0.6	-1.1	72
CCOC(=O)[C@H]1[C@H]2COc3ccc(Br)cc3[C@@H]2N2C(=O)c3ccc(F)cc3NC(=O)[C@@]12C	i	2.5	-3.2	92
COC(C/C=C/[C@@H](O)[C@H](C)OCc1ccccc1)OC	i	2.2	1.0	57
CC(=O)OCC(=O)[C@@]12OC(C)(C)O[C@@H]1CC1C3C[C@H](F)C4=CC(=O)C=CC4(C)[C@@]3(F)C(O)CC12C (stereo partly drawn)	?	.	-2.0	53
Cc1cccc(N2CCN(C(=O)CNC(=O)C3CCCCC3)CC2)c1C	i	1.0	0.3	66
CCN(CC)C(=O)[C@H]1C[C@H](CC(=O)NCC23CC4CC(CC(C4)C2)C3)C(=O)N2CCc3c([nH]c4cc(-c5ccco5)ccc34)[C@]12C	i	1.1	7.5	74
CCN1C(=O)[C@H]2[C@H]3CN=C(SCc4ccc(C)cc4)N3[C@@](CC)(C(=O)OC)[C@H]2C1=O	i	0.9	3.2	34
CC(C)(C)c1ccc(C(=O)NC(=O)COC(=O)c2ccco2)cc1	i	0.9	-0.1	82
CCOC(=O)C1=CN(Cc2cccc(F)c2)S(=O)(=O)N(CC)C1c1ccc(F)c(Cl)c1 (stereo not drawn)	i	1.3	1.6	56
Nc1ncnc2c1ncn2[C@@H]1O[C@H](CNC(=O)[C@@H]2CCCN2S(=O)(=O)c2ccc(F)cc2)[C@@H](O)[C@H]1O	i	0.9	0.3	49
O=C1CCc2cc(S(=O)(=O)NCCc3ccc(Cl)cc3)cc3c2N1CC3	i	0.6	-0.6	49
CC[C@]12c3[nH]c4cc(-c5ccco5)ccc4c3CCN1C(=O)[C@@H](CC(=O)NCCCOC)C[C@@H]2C(=O)N1CCN(C(=O)c2ccco2)CC1	i	2.3	-0.7	67
CC(Sc1nnc(-c2ccco2)n1N)C(=O)NCc1ccc2c(c1)OCO2 (stereo not drawn)	i	0.8	-0.3	62
O=C(NCc1cccnc1)c1cccc(S(=O)(=O)Nc2ccc(F)cc2)c1	i	0.2	0.2	78
COC(=O)[C@H](Cc1ccccc1)N1C/C=C\COc2c(Cl)cc(Cl)cc2S1(=O)=O	i	2.7	3.5	58
CCOC(=O)C1=C(COC(=O)COc2ccccc2C(C)C)NC(=O)NC1C (stereo not drawn)	i	0.7	1.0	71
COc1ccccc1N(CC(=O)NC1CCCC1)S(=O)(=O)c1cccc(C(F)(F)F)c1	i	0.1	2.5	56
COC(=O)[C@@]1(Cc2ccccc2)[C@H]2C(=O)N(Cc3ccccc3)C(=O)[C@H]2[C@H]2CN=C(SCC(=O)c3ccccc3)N21	i	0.2	-1.1	52
